POLB inh: qHTS Assay for Inhibitors of DNA Polymerase Beta; P06746; Pol beta primer extension/strand displacement, fluorescence kinetic; Potency, µM (top dose mostly 114 µM), for the others: at the top dose activity change, negative = inhibition, usual class: inhibitors; actives 1.3% (n = 340,000); AID 485314, 2010; further: potency means the concentration at half of the fitted maximal effect; on the % scale 0 is the no-effect control and ±100 the full control effect
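Curves were derived by four-parameter Hill fits of normalized qHTS data. The kinetic fluorescent primer-extension read was taken at 0 and 10 min after 50 nM substrate, following a 15 min room-temperature preincubation of 10 nM enzyme with compounds.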
Pol eta inh: qHTS for Inhibitors of Polymerase Eta; DNA polymerase eta (Homo sapiens), Q9Y253; recombinant Pol eta, fluorescent DNA replication assay; Potency, µM (highest dose often 114 µM), inactives show at the top dose activity change, negative = inhibition, usual class: inhibitors; actives 1.2% (n = 390,000); further: potency means the concentration at half of the fitted maximal effect; on the % scale 0 is the no-effect control and ±100 the full control effect
Target sequence (Q9Y253 whole entry, looked up): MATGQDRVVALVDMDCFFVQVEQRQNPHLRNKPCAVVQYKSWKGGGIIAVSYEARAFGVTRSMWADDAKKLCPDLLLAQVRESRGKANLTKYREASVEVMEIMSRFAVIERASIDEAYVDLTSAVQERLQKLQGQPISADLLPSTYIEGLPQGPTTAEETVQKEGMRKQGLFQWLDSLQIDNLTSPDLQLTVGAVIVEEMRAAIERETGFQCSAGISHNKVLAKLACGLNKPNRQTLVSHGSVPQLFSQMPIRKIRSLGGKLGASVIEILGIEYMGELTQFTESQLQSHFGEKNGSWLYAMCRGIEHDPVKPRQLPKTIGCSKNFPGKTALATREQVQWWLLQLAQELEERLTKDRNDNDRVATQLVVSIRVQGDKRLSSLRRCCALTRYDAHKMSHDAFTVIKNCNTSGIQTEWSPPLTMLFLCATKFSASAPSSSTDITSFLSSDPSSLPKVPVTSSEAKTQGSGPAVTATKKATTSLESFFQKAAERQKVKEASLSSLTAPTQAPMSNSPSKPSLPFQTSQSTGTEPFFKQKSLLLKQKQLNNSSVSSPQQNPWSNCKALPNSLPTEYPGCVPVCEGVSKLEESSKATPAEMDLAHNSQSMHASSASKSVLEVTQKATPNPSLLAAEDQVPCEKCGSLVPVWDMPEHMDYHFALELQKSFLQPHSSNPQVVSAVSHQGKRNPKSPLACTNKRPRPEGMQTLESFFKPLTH
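Fluorescent replication assay: 50 nM final substrate added after a 15 min room-temperature compound preincubation with 10 nM enzyme. Signal taken at 0 min and again at 10 min.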
ALOX12 inh: Primary qHTS assay for inhibitors of human arachidonate 12S-lipoxygenase (ALOX12): Round 2. Polyunsaturated fatty acid lipoxygenase ALOX12 (Homo sapiens), P18054. purified 12hLO, xylenol orange hydroperoxide absorbance. Potency, µM (top dose mostly 108 µM), without a hit: at the top dose activity change, negative = inhibition, hits mostly inhibitors. actives 1.1% (n = 580,000). AID 1671190, 2021; further: potency means the concentration at half of the fitted maximal effect; on the % scale 0 is the no-effect control and ±100 the full control effect
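Purified human 12hLO at 150 nM in 25 mM Hepes, 0.01% Triton X-100, pH 7.0, preincubated 15 min at room temperature with compound. Reaction started with 40 uM arachidonic acid, 30 min at room temperature. Hydroperoxide measured by Fe-xylenol orange, 573/405 nm absorbance ratio.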
RGS4 inhibitor: Inhibitors of Regulator of G Protein Signaling (RGS) 4: qHTS; Potency, µM (series often up to 114 µM), without a hit: top-dose activity change, negative = inhibition, hits mostly inhibitors; actives 0.039% (n = 390,000); Transcreener GDP fluorescence polarization, RGS4-accelerated GTP hydrolysis; Regulator of G-protein signaling 4 (Homo sapiens), P49798; further: potency means the concentration at half of the fitted maximal effect; on the % scale 0 is the no-effect control and ±100 the full control effect; nearly all actives have a fitted effect of over 75% in size; some results filed as inactive show a strong effect at the top dose
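MLSMR compounds (23 nl, pin-transferred) preincubated 10 min at room temperature with a 500nM (2x) first reagent, then RGS4 at 900nM (2x) plus Transcreener GDP mix added; fluorescence polarization (620/688 nm) read before and after 90 min at 30 °C.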
APEX1 inh: qHTS Assay for Inhibitors of the Human Apurinic/apyrimidinic Endonuclease 1 (APE1); actives 0.35% (n = 350,000); DNA repair nuclease/redox regulator APEX1 (Homo sapiens), P27695; recombinant APE1, TAMRA/BHQ-2 abasic DNA cleavage fluorescence; Potency, µM (top dose mostly 65.8 µM), without a hit: at the highest dose activity change, negative = inhibition, actives largely listed as inhibitors;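 further: potency means the concentration at half of the fitted maximal effect; plate controls were vehicle for no effect and reference inhibitor for full effect; nearly all actives have a fitted effect of over 55% in size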
Target sequence (P27695 whole entry, looked up): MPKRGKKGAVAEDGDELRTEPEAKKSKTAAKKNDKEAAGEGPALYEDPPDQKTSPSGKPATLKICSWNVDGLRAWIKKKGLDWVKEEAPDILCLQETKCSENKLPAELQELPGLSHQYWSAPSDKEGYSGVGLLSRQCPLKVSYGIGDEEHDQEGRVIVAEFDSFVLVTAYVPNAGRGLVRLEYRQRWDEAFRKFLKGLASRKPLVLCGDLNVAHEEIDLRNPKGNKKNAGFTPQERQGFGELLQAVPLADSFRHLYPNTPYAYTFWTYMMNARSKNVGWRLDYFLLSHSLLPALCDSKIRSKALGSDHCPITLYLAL
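Incision of a quenched TAMRA/BHQ-2 THF abasic-site duplex (50 nM) by 0.75 nM APE1, after 15 min compound preincubation, measured as fluorescence increase over three 60 s reads. Values normalized to buffer, DMSO and NSC13755 control wells.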
POLK inh: qHTS for Inhibitors of Polymerase Kappa | DNA polymerase kappa (Homo sapiens), Q9UBT6 | purified Pol kappa, fluorescent DNA synthesis assay, 10 min | Potency, µM (doses to about 107 µM), for inactives: top-dose activity, negative = inhibition, most hits filed as inhibitors | actives 0.53% (n = 400,000) | AID 588579, 2011; further: potency means the concentration at half of the fitted maximal effect; on the % scale 0 is the no-effect control and ±100 the full control effect
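10 nM Pol kappa preincubated 15 min at room temperature with compounds, then reaction started with substrate at 50 nM final. Fluorescence read kinetically at 0 and 10 min; buffer-only wells served as negative control.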
ERG-DNA inh: qHTS for Small Molecule Inhibitors of the ERG Ets/DNA interaction; Transcriptional regulator ERG (Homo sapiens), P11308; fluorescence polarization, His-ERG Ets domain / labelled DNA; AID 624246, 2012; Potency, µM (highest dose often 76.9 µM), for inactives: at the top dose FP activity, negative = inhibition, most hits filed as inhibitors; actives 0.028% (n = 370,000); active means well fitted inhibition curve with a large enough effect in the polarisation, with a control signal flat; inconclusive means small, poorly fitted or top-dose-only effect, or effect the other way, or a change in a side signal; inactive means no such curve, though single readings can be large or run the other way; the % refers to the polarisation;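 further: polarization taken with two DNA probes labelled with fluorescein and Texas red; potency means the concentration at half of the fitted maximal effect; % of control where 0% means no effect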
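His-tagged ERG Ets domain (1 uM in the protein solution; 300mM KCl, 50mM Tris-HCl, 1mM EDTA, 1mM DTT, pH 7.5) received compound, then a probe mix of 5 nM fluorescein-DNA and 100nM Texas-615-DNA. Fluorescence polarization was read for both dyes.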
Apoferritin bind: qHTS Assay for Identification of Novel General Anesthetics; actives 0.074% (n = 350,000); AID 485281, 2010; Potency, µM (series often up to 77.5 µM), without a hit: at the top dose activity change, negative = displacement, hits mostly inhibitors; apoferritin/1-aminoanthracene competitive binding, fluorescence; Ferritin light chain (Equus caballus), P02791; further: potency means the concentration at half of the fitted maximal effect; on the % scale 0 is the no-effect control and ±100 the full control effect; nearly all actives have a fitted effect of over 20% in size
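Horse-spleen apoferritin (10 uM) in 50% saturated 1-aminoanthracene in PBS was incubated 10 min at room temperature with compound. Fluorescence (ex 380, em 535 nm) was normalized to free and bound 1-AMA, with concentration-response fitted by a four-parameter Hill equation.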
LDHA inh: qHTS assay for inhibitors of human lactate dehydrogenase; purified LDHA, NADH/diaphorase-resazurin fluorescence; active compounds read low; activity change, % (values are at about 110 or 230 µM); actives 0.15% (n = 480,000); in the data active means activity change below about -30%; inconclusive means mostly about -25% to -30%;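 further: plate controls were DMSO wells for no effect and wells without enzyme for full effect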
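Human LDH5 at 2 nM final in Tris HCl pH 7.4 with 0.06 mM NADH and 0.2 mM pyruvate, reacted 5 minutes at room temperature. Remaining NADH coupled via diaphorase/resazurin; resorufin fluorescence read at 0 and 20 minutes, normalized to enzyme-free and DMSO wells.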
* marks the source's active call; other numbers are inactive results; ? = inconclusive; / = not tested or not shown; & = joins results of further samples; [ ] = another dose, or the depositor's remark. Unless noted, the call rests on the fitted dose curve; in most records, active means well fitted curve in the direction sought with a large enough effect; inconclusive means small, poorly fitted or top-dose-only effect, or another doubt; inactive means no such curve, though single readings can be large; an effect the other way counts as inactive or inconclusive.

entry | compound | POLB inh | Pol eta inh | ALOX12 inh | RGS4 inhibitor | APEX1 inh | POLK inh | ERG-DNA inh | Apoferritin bind | LDHA inh
1 | CC(=O)N1CCc2cc(Br)cc(S(=O)(=O)NCCN3CCCCC3C)c21 (centres undefined) | 46.9% | -5.7% | 50.1% | -9.2% | -2.2% | 3.3% | -7.2% | 3.1% | -0.7
2 | O=C(COC(=O)/C=C/c1ccc(S(=O)(=O)N2CCOCC2)cc1)NCc1ccc(Cl)cc1 | 24.0% | -25.6% | 1.6% | 0.1% | 12.3% | 4.2% | -1.0% | -7.4% | -4.0
3 | CC(C)(C)c1ccc(-c2nnc3sc(-c4ccncc4)nn23)cc1 | -4.7% | -8.4% | -12.7% | ? | -10.5% | -6.5% | 4.9% | -6.1% | 1.1
4 | O=C(Nc1ccccc1C(F)(F)F)c1cc(S(=O)(=O)N2CCOCC2)ccc1F | -17.3% | -5.9% | ? | 52.4% | 8.6% | -21.8% | 0.2% | -1.3% | -3.1
5 | CC(NC(=O)COC(=O)C1CCC1)c1ccccc1 (centres undefined) | / | -6.3% | ? | 22.9% | -0.3% | -15.1% | -1.8% | / | -3.1
6 | CC(=O)OCC(=O)[C@H]1CC[C@H]2[C@@H]3CCC4=CC(=O)CC[C@]4(C)[C@H]3CC[C@]12C | 2.1% | -3.9% | -13.4% | 19.5% | ? | -15.7% | -1.9% | -13.0%&-23.4% | -10.2
7 | CCc1ccc(Nc2nc(C)cc(C)c2C(N)=O)cc1 | -27.2% | -9.0% | 0.0% | 4.2% | 31.2% | -7.0% | 5.0% | -4.3% | -5.6
8 | Cc1ccccc1Cn1c2ccccc2c2cnn(CC(=O)NCCc3ccc(Cl)cc3)c(=O)c21 | 3.3% | -7.3% | ? | -3.6% | / | -4.5% | 1.6% | -9.8% | -2.1
9 | CCCN(CC1COc2ccccc2O1)C(=S)Nc1ccc(C)cc1 (centres undefined) | -4.0% | -11.9% | -28.7% | 11.7% | -0.6% | -14.1% | 5.1% | 5.1% | -9.7
10 | CCN(CC(=O)Nc1ccc(NC(C)=O)cc1)C(=O)Cc1ccc(Cl)c(Cl)c1 | 28.8% | -17.5% | -13.6% | -12.3% | 61.2%[activator] | -2.5% | -4.3% | -15.9% | -6.4
11 | Cc1ccc(CN2CCN(Cc3cn[nH]c3-c3cccc(F)c3)CC2CCO)o1 (centres undefined) | 5.7% | -15.2% | 3.2% | -3.5% | -0.7% | -25.8% | -7.6% | -6.1% | -3.5
12 | COc1ccc(NC(=O)C(c2ccc(OC)cc2)N(Cc2ccco2)C(=O)CC2NC(=O)NC2=O)cc1 (centres undefined) | -0.9% | -9.7% | -19.8% | 6.7% | 12.1% | -22.1% | 9.1% | -6.1% | -3.6
13 | CC(C)CN(C(=O)CN1CCN(S(=O)(=O)c2ccc3ccccc3c2)CC1)c1c(N)n(CC(C)C)c(=O)[nH]c1=O | 7.5% | -8.4% | 13.9% | 1.1% | 12.1% | -11.7% | 9.8% | -17.8% | -9.3
14 | COc1ccccc1C(=O)OCC(=O)Nc1ccccc1OC(F)F | 0.2% | -10.0% | 9.3% | 12.8% | -0.1% | -1.2% | -8.0% | 0.6% | -12.0
15 | CCSc1nnc(NC(=O)CSc2nnc(Cc3cccn3C)n2-c2ccc(F)cc2)s1 | -15.6% | -4.9% | 24.6% | -33.8% | -4.7% | -4.8% | -18.0% | -21.7% | -1.2
16 | Cc1cnccc1CNC(=O)C1CCC(=O)N(Cc2ccc(Cl)cc2)C1 (centres undefined) | 20.0% | -4.7% | -10.4% | -11.2%[56.9 µM] | -16.4% | 2.6% | -16.0% | -3.8% | -0.7
17 | COc1ccc(Cl)cc1N(C)C(=O)CCc1nc(-c2ccc(C)cc2)no1 | 25.4% | -15.6% | 59.4%[activator] | -18.6% | -1.1% | -13.1% | -1.4% | 5.6% | 4.1
18 | COc1ccc(-n2c(O)c(C=Nc3ccccc3)c3ccccc3c2=O)cc1 | -23.2% | -12.3% | -14.3% | -4.8% | 10.9% | -2.0% | 10.5% | -6.8% | 1.0
19 | O=C(Nc1cc([N+](=O)[O-])ccc1F)c1cccs1 | -0.4% | -5.3% | -11.3% | -13.4% | 3.2% | 5.2% | -24.9% | -4.3% | -1.5
20 | Cc1ccccc1NC(=S)NC(NC(=O)c1ccco1)C(Cl)(Cl)Cl (centres undefined) | 0.7% | -8.7% | ? | -6.9% | 2.6% | -9.2% | 15.6% | -7.0% | -10.0
21 | Nc1ccccc1Nc1nc2ccccc2[nH]1 | 7.5% | -9.6% | -15.4% | -11.4% | 34.0% | -6.3% | 8.2% | -14.2% | -13.4
22 | CCc1ccc(-n2c(SCc3ccccc3Cl)nc3[nH]ncc3c2=O)cc1 | -25.4% | -13.4% | ? | -0.2% | / | -21.8%[60.1 µM] | -2.0% | -11.2% | 2.2
23 | Cc1ccc(O)c(NC(=S)NC(=O)c2ccc(-c3ccc(Cl)cc3)o2)c1 | / | -26.4% | ? | -1.4%[11.4 µM] | / | -4.8% | 1.3% | / | -4.1
24 | CCc1ccccc1N1C(=O)N(CC(=O)c2ccc(Cl)cc2)c2ccccc2S1(=O)=O | -3.5% | -10.0% | -6.1% | -21.0% | / | -3.6%[60.1 µM] | -3.7% | -21.2% | 2.9
25 | O=C(COC(=O)COc1cccc2ccccc12)NCC(F)(F)F | -0.5% | -13.4% | -6.7% | -18.9% | -4.0% | -6.4% | 3.9% | -19.3% | 9.9
26 | O=C(CN(CC1CCCO1)C(=O)CCC(=O)Nc1ccccn1)NCc1ccccc1 (centres undefined) | -4.1% | -9.5% | 0.0% | -13.3% | -2.6% | 9.6% | -2.0% | -3.5% | -0.3
27 | CCc1ccc(CN(C(=O)c2cccs2)C2CCS(=O)(=O)C2)cc1 (centres undefined) | 42.4% | -3.0% | 1.3% | -7.7% | 5.0% | ? | -8.8% | -6.6% | -9.9
28 | Cc1cc(=O)oc2cc(OC(C(=O)O)c3ccccc3)ccc12 (centres undefined) | -15.2% | -6.5% | 0.0% | 21.1% | 9.4% | 1.3% | -12.8% | 7.7% | -8.9
29 | CN(C)c1cccc(C(=O)N2CCCC(C(=O)c3cc(F)ccc3F)C2)c1 (centres undefined) | 3.8% | -10.3% | 25.6% | -0.8% | -4.4% | 0.0% | -5.5% | ? | -4.4
30 | Cc1ccc(-n2nnnc2Sc2nc([N+](=O)[O-])nn2C)c(C)c1 | / | -24.4% | 451.7%[activator] | -5.6% | / | -5.7% | 0.6% | / | 11.8
31 | CC(=O)Nc1ccc(NC(=O)CSc2nnc3ccc(-c4cccnc4)nn23)cc1 | / | 4.7% | -7.1% | -0.7% | -12.4% | -0.1% | 10.0% | / | 2.3
32 | Cc1nsc2nc3c(F)c(F)c(F)c(F)c3cc12 | 17.5% | -17.8% | -0.8% | -2.4% | -1.2% | -2.5% | -0.5% | -16.3% | -2.9
33 | COc1ccc(C(=O)N/C(=C\c2ccco2)C(=O)NCCN2CCOCC2)cc1 | 1.0% | 2.6% | / | -6.2% | 81.9% | 0.0% | -7.2% | 1.5% | -3.1
34 | Cc1nn(-c2ccc(N3CCOCC3)nn2)c(C)c1CCC(=O)NCc1ccccc1F | 23.8%&55.2% | 4.2%&-5.0% | 0.0%&-10.8% | -13.0%[56.9 µM] | 35.4% | 3.7%&5.3% | -3.7%&-2.1% | -1.5%&0.6% | -5.2&-13.6
35 | CCn1cc(C(=O)N[C@@H](C)C(=O)NCCCN2CCOCC2)c(=O)c2cc3c(cc21)OCO3 | 30.5% | 2.9% | 2.6% | 9.1% | -17.4% | -4.0% | -7.9% | -7.2% | -1.8
36 | CC(=O)N1CCc2cc(Br)cc(S(=O)(=O)CCC(=O)Nc3ccc(C)cc3Cl)c21 | -14.4% | -2.4% | ? | -18.0% | / | 3.9% | -9.2% | -1.4% | -4.2
37 | C=CCNC(=O)C1CC(=O)N(c2ccc(OCC(=O)NCc3ccccc3)cc2)C1 (centres undefined) | 3.3% | -10.0% | 0.0% | 3.2% | -0.9% | -8.1% | -2.8% | 6.5% | -10.0
38 | CN(N)C(=S)Nc1ccc(F)cc1 | -0.5% | -6.1% | 3.3% | 13.3% | -0.7% | -3.3% | -0.2% | -6.1% | -4.2
39 | CCCCn1c(N)c(N(CCOC)C(=O)c2ccc(S(=O)(=O)N3CCC(C)CC3)cc2)c(=O)[nH]c1=O | / | -22.0% | -6.1% | -20.8% | 23.1% | -2.5% | -3.6% | / | -2.6

Screening data as filed in PubChem BioAssay.

Only part of the results is shown, so the mix of outcomes need not match the whole.
